Screening data from PubChem.
SSB-PriA inh = inhibitors of Klebsiella pneumoniae PriA binding to SSB C-terminal tail | AlphaScreen SSBct-PriA binding, biotinylated peptide | inhibition, % at 33 µM | 0.6% of 430,000 active | AID 1272365; in the data active means inhibition mostly above about 37%, no sharp cut-off; inactive means mostly below about 20%;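 further: plate controls were negative control peptide for no effect and reference peptide for full effect; strong numbers were not always called active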
Mtb UGM inh = inhibitors of M. tuberculosis UDP-galactopyranose mutase; purified UGM, fluorescence polarization probe displacement; 0.06% of 320,000 active; inhibition, % at 10 µM; AID 504406; in the data active means inhibition above about 10%, passing the limit was not always enough
Target sequence (P9WIQ1 whole entry, looked up): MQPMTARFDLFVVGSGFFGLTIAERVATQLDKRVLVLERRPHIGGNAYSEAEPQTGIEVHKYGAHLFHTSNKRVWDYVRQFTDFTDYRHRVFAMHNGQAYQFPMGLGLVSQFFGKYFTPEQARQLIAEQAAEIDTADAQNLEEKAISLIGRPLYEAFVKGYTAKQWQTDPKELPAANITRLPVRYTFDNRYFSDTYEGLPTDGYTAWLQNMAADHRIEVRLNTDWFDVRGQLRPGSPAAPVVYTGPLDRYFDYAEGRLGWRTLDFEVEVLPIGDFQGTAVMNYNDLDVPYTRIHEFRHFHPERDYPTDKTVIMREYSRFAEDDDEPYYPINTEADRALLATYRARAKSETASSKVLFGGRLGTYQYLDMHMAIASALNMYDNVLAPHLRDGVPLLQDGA
MazEF act = activators of E. coli MazEF toxin-antitoxin RNase. 0.32% of 350,000 active. FAM/BHQ RNA-DNA oligo cleavage fluorescence, 5 h. activation, % at 20 µM. AID 504720; in the data active means activation above about 50%
VHR inh abs = blocks human VHR1 dual specificity phosphatase | P51452 | recombinant VHR phosphatase, pNPP absorbance | inhibition, % at 13.3 µM | 0.52% of 290,000 active | AID 1654; in the data active means inhibition above about 50%; further: some compounds called inactive have numbers as strong as hits
BioA inh = BioA (M. tuberculosis) enzyme inhibition; inhibition, % at 9.99 µM; 0.096% of 360,000 active; purified M. tuberculosis BioA enzyme, plate reader; in the data active means inhibition above about 40%
SARS 3CLpro inh = SARS-CoV 3CLpro protease inhibition. 0.14% of 290,000 active. AID 1706. recombinant SARS-CoV 3CLpro, quenched FRET peptide cleavage. inhibition, % at 6 µM; in the data active means inhibition above about 12%
Vc quorum ag = inducers of Vibrio cholerae quorum light production without autoinducers; 0.16% of 350,000 active; activation, % at 18.7 µM; V. cholerae BH1578 lux reporter, luminescence, 6 h; in the data active means activation mostly above about 9.7%, no sharp cut-off; further: not every result past the cut was called active; inactives centre near 0; reference of the scale not given here
FBA Mtb inh = inhibitors of M. tuberculosis fructose-bisphosphate aldolase; P9WQA3; purified M. tuberculosis FBA, fluorescence read-out; inhibition, % at 1 µM; 2.3% of 360,000 active; in the data active means inhibition above about 27%;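 further: 0% = vehicle and 100% = reference inhibitor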
Target sequence (P9WQA3 whole entry, looked up): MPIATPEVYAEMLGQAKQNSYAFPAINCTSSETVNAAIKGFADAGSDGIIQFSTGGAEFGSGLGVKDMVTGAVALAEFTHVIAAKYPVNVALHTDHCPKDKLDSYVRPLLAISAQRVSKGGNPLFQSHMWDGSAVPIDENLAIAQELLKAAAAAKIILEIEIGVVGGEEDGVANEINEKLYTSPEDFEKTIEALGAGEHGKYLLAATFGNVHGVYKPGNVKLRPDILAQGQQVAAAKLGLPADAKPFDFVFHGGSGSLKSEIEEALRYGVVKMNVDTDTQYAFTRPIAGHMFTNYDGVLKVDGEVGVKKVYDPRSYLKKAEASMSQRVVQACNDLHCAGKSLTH
Rv3671c inh = inhibitors of M. tuberculosis serine protease Rv3671c; AID 2606; 0.048% of 320,000 active; P9WHR9; inhibition, % at 5.96 µM; in the data active means inhibition above about 38%;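 further: extracellular domain of Rv3671c used as enzyme; 0% = enzyme with DMSO and 100% = no enzyme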
GDH-TPI inh = GDH-TPI coupled enzyme inhibition counter-screen; GDH-TPI coupled enzyme counterscreen, NADH absorbance; inhibition, % at 4.8 µM; 1.2% of 360,000 active; in the data active means inhibition above about 30%;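 further: 0% = DMSO wells and 100% = wells lacking the enzyme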
Active calls of the source: *; i = inactive; . = not tested or not shown; & = joins results of further samples.

canonical_smiles	SSB-PriA inh	Mtb UGM inh	MazEF act	VHR inh abs	BioA inh	SARS 3CLpro inh	Vc quorum ag	FBA Mtb inh	Rv3671c inh	GDH-TPI inh
O=c1[nH]c2ccccc2nc1/C=C/c1ccc(O)cc1	-18	.	15	16	1.7	-3	i	-5	.	6
CCCCN1C(Nc2ccccc2)=NC[C@@H]1CC(C)C	-3	1.3	3	.	-0.3	.	-0.6	-2	-8	7
COc1ccc(N2C(=O)CC(Sc3nc(C)c4c(n3)CCCC4)C2=O)cc1 (configuration not stated)	-8	0.4	-2	25	.	2	-0.7	0	-11	6
CC1(C(=O)NS(=O)(=O)c2cccc(F)c2)CCN1C(=O)Cc1ccccc1Cl (configuration not stated)	.	.	.	.	-1.8	.	1.2	-2	.	4
CN(Cc1ccc(C(C)(C)C)cc1)C(=O)Cc1ccc(S(=O)(=O)N2CCOCC2)s1	-4	-6.0	-15	.	-0.9	.	i	-5	-4	-3
COc1ccc(CCNC2CC(=O)N(CCc3ccc(OC)c(OC)c3)C2=O)cc1OC (configuration not stated)	1	.	0	13	.	-3	i	-4	.	-6
CCOC(=O)C1(C)CCCCN1C(=O)c1ccnc(Cl)c1 (configuration not stated)	.	.	.	.	0.2	.	-0.4	1	.	-13
COc1cccc(C2N=C(c3ccccc3C)NO2)c1OC (configuration not stated)	-20	0.0	5	16	-0.5	-1	-2.8	1	-3	5
O=[N+]([O-])c1ccc(C(O)C[n+]2ccccc2)cc1 (configuration not stated)	-4	0.5	3	-20	1.9	3	-4.1	-1	-5	2
Cc1ccc(S(=O)(=O)N2C[C@@H](C)[C@]3(C2)[C@H](O)[C@H](OC(=O)Nc2c(C)noc2C)C[C@H]2C(=O)N(c4ccccc4)C(=O)[C@H]23)cc1	.	.	0	.	-1.7	.	-0.4	1	.	-3
CC12CCC(=O)N1C(C(=O)NNC(=O)c1ccccc1Cl)CS2 (configuration not stated)	-1	-0.5	5	.	0.3	.	-1.4	1	-2	-5
O=c1c(NCCc2ccc(Cl)cc2)c(-c2ccccc2)c1=O	-4	-0.6	-18	-25	-3.8	6	-0.3	2	3	7
O=C(O)c1cccc(N2C(=O)c3cccnc3C2=O)c1	-12	-0.6	7	5	-2.0	7	-3.5	-3	-5	14
O=C(O)CCn1cc(-c2ccc(Cl)cc2)nc1-c1ccc(Cl)nc1	0	0.3	-1	.	3.0	.	i	2	8	10
COc1ccc(CCNC(=O)CSc2nnc(Cc3csc(N)n3)n2C)cc1OC	10&7	-1.0	4	18	1.2	-6	0.6	3	-8	0
CCOC(=O)C1(Cc2cccc(Cl)c2)CCCN(C(=O)c2ccco2)C1 (configuration not stated)	-6	2.2	-3	2	-1.5	4	-0.4	-3	3	0

Continued (2 carried over from the part before).
canonical_smiles	SSB-PriA inh	Mtb UGM inh	MazEF act	VHR inh abs	BioA inh	SARS 3CLpro inh	Vc quorum ag	FBA Mtb inh	Rv3671c inh	GDH-TPI inh
COc1ccc(CCNC(=O)CSc2nnc(Cc3csc(N)n3)n2C)cc1OC	10&7	-1.0	4	18	1.2	-6	0.6	3	-8	0
CCOC(=O)C1(Cc2cccc(Cl)c2)CCCN(C(=O)c2ccco2)C1 (configuration not stated)	-6	2.2	-3	2	-1.5	4	-0.4	-3	3	0
COc1cc(OC)c2ccc(=O)oc2c1C(CCN1CCCC1)c1ccc(N(C)C)cc1 (configuration not stated)	25	-0.2	9	10	-0.8	.	-0.3	-2	9	18
O=C(NCCCn1ccnc1)c1cc2cc([N+](=O)[O-])ccc2oc1=O	3	1.0	8	-2	.	3	i	-10	3	16
COC(=O)Nc1ccc(S(=O)(=O)N2CCCC(C(=O)N3CCC(C)CC3)C2)cc1 (configuration not stated)	-4	5.0	-9	-8	.	0	0.7	4	-8	-5
O=c1ccc(Cc2ccccn2)n[nH]1	-16	-0.5	0	28	-3.1	6	i	3	-13	2
COc1ccc2c(c1)c1ccc3c(c1n2C)C(=O)C=CC3=O	3	.	-1	13	-0.9	-16	-0.4	0	.	16
O=S(=O)(c1ccc(S(=O)(=O)N(Cc2cccs2)CC2CCCO2)cc1)N1CCCCC1 (configuration not stated)	-2	.	-10	28	-2.6	2	i	6	7	26
CCOC(=O)CCCSc1nc(-c2ccc3c(c2)OCO3)cc(C(F)(F)F)c1C#N	-13	-2.2	-3	-7	-1.3	6	-0.7	1	-2	4
COC(=O)C1=C(C)NC(C)=C(C(=O)OC)C1c1ccccn1	-16	-1.6	19	-13	0.4	2	-0.3	7	2	12
O=C(O)Cn1nc2ccccc2n1	-2	0.9	3	1	-0.8	-3	-4.2	-1	-4	4
Cc1cc(C)c(N=C2SCC(=O)N2Cc2ccco2)c(C)c1	-3	-0.1	-6	27	-0.5	2	-0.3	-1	3	-6
Nc1ccc(-c2c3ccccc3nc3ccccc23)cc1	9	1.0	0	16	1.2	3	i	0	.	1
CC(=O)Nc1ccc(C(=O)CN2C(=O)NC3(CCCc4ccccc43)C2=O)c(F)c1 (configuration not stated)	0	-0.3	2	.	2.0	.	i	-1	-10	-2
CCC(C)(C)n1nnnc1CN1CCC(NC(=O)c2ccccc2C)CC1	-1	2.5	9	13	0.2	3	-0.5	3	-9	1
Cc1cccc(NC(=O)c2sc3ncn(CC(=O)N4CCN(c5ccccn5)CC4)c(=O)c3c2C)c1	19	-3.1	9	22	-0.1	1	-0.4	-2	-1	2
COC(=O)C(CC(=O)O)NCc1ccco1 (configuration not stated)	-7	-1.2	0	20	-1.1	5	i	0	2	-17
Cn1c(N)c(C(=O)COC(=O)c2cc(C(F)(F)F)nc3ccccc23)c(=O)n(C)c1=O	.	-1.5	.	1	.	-2	.	.	0	.

Reprinted from the part before: four entries, then new ones.
compound	SSB-PriA inh	Mtb UGM inh	MazEF act	VHR inh abs	BioA inh	SARS 3CLpro inh	Vc quorum ag	FBA Mtb inh	Rv3671c inh	GDH-TPI inh
CCC(C)(C)n1nnnc1CN1CCC(NC(=O)c2ccccc2C)CC1	-1	2.5	9	13	0.2	3	-0.5	3	-9	1
Cc1cccc(NC(=O)c2sc3ncn(CC(=O)N4CCN(c5ccccn5)CC4)c(=O)c3c2C)c1	19	-3.1	9	22	-0.1	1	-0.4	-2	-1	2
COC(=O)C(CC(=O)O)NCc1ccco1 (configuration not stated)	-7	-1.2	0	20	-1.1	5	i	0	2	-17
Cn1c(N)c(C(=O)COC(=O)c2cc(C(F)(F)F)nc3ccccc23)c(=O)n(C)c1=O	.	-1.5	.	1	.	-2	.	.	0	.
CCCCn1c(N)c(N(CCC(C)C)C(=O)c2cc(Cl)nc3ccccc23)c(=O)[nH]c1=O	-2	1.2	4	.	1.1	.	i	7	0	8
Cc1ccc(Cl)cc1N1CCN(S(=O)(=O)c2ccc3c(c2)oc(=O)n3C)CC1	5	-0.5	4	18	0.1	1	-0.1	0	-17	3
O=C1[C@H](Cc2ccccc2)NCCCC[C@H](c2ccco2)N1Cc1ccccc1	-1	.	2	.	15	.	-0.3	2	.	7
COc1ccc(-n2cc(-c3ccccc3)c3c(=O)[nH]cnc32)cc1	10	0.9	-3	7	1.8	2	-1.5	-2	1	8
COc1ccc2c(=O)cc(-c3ccccc3F)oc2c1	2	-0.4	7	6	-0.5	5	-0.8	11	-7	3
CCC(=O)Nc1cc(C(F)(F)F)ccc1N1CCCC1	-7	-0.5	4	-24	.	5	-0.4	2	-1	1
Cc1ccc2nc(Cl)c(/C=C/C(=O)c3ccco3)cc2c1	-8	2.0	-29	-7	.	-1	-0.2	0	0	16
COc1cccc(C(=O)OCC(=O)NCCc2ccccc2)c1OC	-10	1.4	-4	14	.	4	-0.2	-2	6	-4
Cc1noc(C)c1COc1cccc(C(=O)NCc2ccccc2Cl)c1	-10	0.4	6	0	4.9	5	1.1	2	6	7
CCOc1ccc(OCC(O)CNC2CCN(Cc3ccccc3)CC2)cc1 (configuration not stated)	2	-0.7	6	27	0.0	2	-0.3	4	4	3
C[C@H]1CN([C@@H](C)CO)C(=O)c2cc(-c3ccccc3F)cnc2O[C@H]1CN(C)C(=O)C1CCOCC1	.	.	-14	.	-1.8&0.4	.	-0.4	0	.	5
CCOc1ccc(Br)cc1C(=S)N1CCCC1	-2	0.5	6	6	-1.8	-6	i	-1	-1	7

Only part of the results is shown; rates above refer to the full screens.
